From PubChem
PAX8 reporter: lowers PAX8-driven luciferase in RMG-I cells; RMG-I TPO-luciferase reporter, SteadyGlo, 24 h; inhibition, % at 12.6 µM; 360,000 tested, 1.2% active; AID 652154;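 active = mean replicate inhibition at least 60% with every replicate also reaching 60%; inconclusive = only one of the two criteria is met; inactive = mean below 60% and not all replicates reaching 60%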;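 also: luciferase light reporting Pax8 driven TPO promoter activity; plate controls were median of neutral control wells for no effect and mitoxantrone controls for full effect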
EWS-Fli block: inhibitors of EWS/Fli oncoprotein transcriptional activity; A673 NR0B1-luciferase reporter, viability-normalised; inhibition, % at 12.6 µM; 350,000 tested, 0.67% active; AID 651661;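 active = mean inhibition of at least 50% after viability correction, with every replicate also passing that limit; inconclusive = mean reaches 50% but only one of two replicates passes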;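 also: firefly luciferase signal divided by Alamar Blue viability fluorescence both relative to DMSO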
ERAP1 HTS inh: blocks human ERAP1 aminopeptidase activity | inhibition, % at 10.7 µM | recombinant ERAP1, Leu-AMC fluorescence, 60 min | Q9NZ08 | 340,000 tested, 0.15% active;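 active = mean replicate inhibition of at least 30%, or all replicates individually reaching that 30% level; inactive = mean below 30% and not every replicate reaching it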;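 also: 0% = neutral control wells and 100% = L-leucinethiol positive control wells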
Target sequence (Q9NZ08 whole entry, looked up): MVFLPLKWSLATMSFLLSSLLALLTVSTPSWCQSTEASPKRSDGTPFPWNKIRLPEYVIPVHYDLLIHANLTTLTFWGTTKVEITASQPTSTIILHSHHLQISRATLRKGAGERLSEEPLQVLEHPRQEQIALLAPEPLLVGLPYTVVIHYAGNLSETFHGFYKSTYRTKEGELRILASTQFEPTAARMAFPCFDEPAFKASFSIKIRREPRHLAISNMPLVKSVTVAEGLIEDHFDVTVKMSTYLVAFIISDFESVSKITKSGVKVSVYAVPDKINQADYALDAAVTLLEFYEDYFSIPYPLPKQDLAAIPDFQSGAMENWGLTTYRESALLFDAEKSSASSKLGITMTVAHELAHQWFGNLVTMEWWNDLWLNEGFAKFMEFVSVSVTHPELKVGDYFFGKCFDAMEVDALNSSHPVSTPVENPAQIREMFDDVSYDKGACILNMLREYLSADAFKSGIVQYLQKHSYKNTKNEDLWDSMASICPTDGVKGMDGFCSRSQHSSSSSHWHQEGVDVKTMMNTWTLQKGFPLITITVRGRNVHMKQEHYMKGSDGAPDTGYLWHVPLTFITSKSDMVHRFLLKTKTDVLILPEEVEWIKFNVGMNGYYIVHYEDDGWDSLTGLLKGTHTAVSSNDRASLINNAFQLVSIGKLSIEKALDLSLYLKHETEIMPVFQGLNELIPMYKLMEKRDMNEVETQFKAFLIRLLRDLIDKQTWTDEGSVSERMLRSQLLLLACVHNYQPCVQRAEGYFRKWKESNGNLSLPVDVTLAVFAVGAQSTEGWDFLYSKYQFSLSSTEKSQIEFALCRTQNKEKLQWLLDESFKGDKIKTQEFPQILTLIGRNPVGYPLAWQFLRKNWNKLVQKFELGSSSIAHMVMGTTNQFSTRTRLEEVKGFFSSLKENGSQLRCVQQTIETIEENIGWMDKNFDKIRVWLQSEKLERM
PGC1a acetyl inh: PGC1a acetylation modulation, inhibitor mode. U2OS PGC1a acetylation, AlphaScreen anti-acetyl-lysine; with virally co-expressed GCN5 acetyltransferase. inhibition, % at 15.6 µM. 350,000 tested, 0.17% active;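 active = every replicate shows inhibition of at least 40%; inconclusive = mean inhibition at least 40% but some replicate below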;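 also: 0% = neutral control wells and 100% = positive control wells; some results beyond the cut were filed as inactive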
S100A4 inh HTS: blocks human S100A4 binding to myosin IIA peptide; P26447; S100A4/TAMRA-MyoIIA peptide fluorescence polarization; inhibition, % at 10.7 µM; 360,000 tested, 0.14% active; AID 652163;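 active = mean inhibition of at least 70% across replicates, with every replicate also reaching that level; inconclusive = mean inhibition reaches 70% but some replicates fall short; inactive = mean inhibition below 70%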
Target sequence (P26447 whole entry, looked up): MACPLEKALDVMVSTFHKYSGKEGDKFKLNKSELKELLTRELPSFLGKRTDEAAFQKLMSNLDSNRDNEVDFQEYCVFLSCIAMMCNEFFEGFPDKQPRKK
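Compound dosing: one dose per compound; test system: human S100A4 monomer with TAMRA-labelled myosin IIA peptide; probe or stimulus: TAMRA-labelled myosin IIA heavy-chain peptide probe, 5 nM; medium: HEPES buffer with Ca2+, pH 7.2; schedule: 5 min incubation before reading; benchmarks: neutral control DMSO, positive control TFP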
LGR2 antag: blocks bursicon-induced cAMP signaling via Drosophila LGR2 | inhibition, % at 9.99 µM | HEK293 LGR2, CRE-luciferase, bursicon-stimulated, 4 h | 380,000 tested, 0.35% active;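 active = drop in luminescence signal, shown as inhibition above about 50% in the replicate tests, limit read from the data, passing the limit was not always enough; inconclusive = probably only some replicates passing the limit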;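 also: agonist challenge used bursicon conditioned medium at about half maximal strength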
PglD DTNB: PglD (C. jejuni) enzyme inhibition; AID 602405; purified PglD enzyme, DTNB colorimetric CoA detection; inhibition, % at 12.5 µM; 360,000 tested, 0.098% active; in the data active = inhibition above about 16%, passing the limit was not always enough; inconclusive = no clear call, values can overlap the other calls; also: strong numbers were not always called active
FN deposit inh: fibronectin deposition inhibition. inhibition, % at 12.6 µM. AH1F fibroblasts, Alexa488-fibronectin deposition fluorescence, overnight. 350,000 tested, 0.086% active;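 active = mean inhibition across replicates of 30% or more, regardless of how many single replicates reach that level; inconclusive = mean under 30% yet at least half of replicates reach 30%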;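 also: positive control wells lacked labelled fibronectin entirely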
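Material: AH1F fibroblast monolayer depositing Alexa488-labelled fibronectin into matrix | Input: 10000 AH1F cells/well | Medium: DMEM plus 2% serum, read in PBS | Reagent: Alexa488-fibronectin, 24 nM final in well | Compound dosing: One dose per compound, pinned | Schedule: 1 h adhesion, overnight exposure | Measured by: Fluorescence at 485 nm excitation, 525 nm emission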
* hit, by the source's call; ? = inconclusive; · = no result given. Compounds were not picked by outcome; overall some 2.1% were active at least once.

smiles,PAX8 reporter,EWS-Fli block,ERAP1 HTS inh,PGC1a acetyl inh,S100A4 inh HTS,LGR2 antag,PglD DTNB,FN deposit inh
O=C(CSc1nccn1Cc1ccccc1)Nc1ccccc1,-25.8,-6.0,2.8,-3.9,3.3,-6.9,10.5,2.1
COCC(=O)Nc1ccccc1Br,10.1,47.6,-7.2,·,-1.2,·,·,2.6
COc1ccc(NC(=O)N[C@H]2CC[C@@H](CCn3cc(-c4ccccc4F)nn3)O[C@H]2CO)cc1,3.9,6.4,2.9,?,-15.7,-1.3,-0.5,·
CC(=O)Nc1cccc(NC(=O)CSc2nc(=O)n(CCN3CCOCC3)c3c2CCCC3)c1,-7.1,-8.9,-0.6,·,0.1,-2.0,1.5,4.7
COC(=O)c1ccc(COc2ccc3c4c(c(=O)oc3c2)CCC4)o1,-15.0,·,·,18.3,·,·,-0.8,-5.6
O=C(c1ccco1)N1CCN(c2ncnc3scc(-c4ccccc4)c23)CC1,23.8,·,·,9.5,·,·,-0.6,5.5
CC(C)(C)NC(=O)NC(=O)COC(=O)c1cccc(NS(=O)(=O)c2ccc(F)c(F)c2)c1,-0.2,1.4,5.0,·,-6.0,2.9,·,1.4
CC(C)C[C@@H](CNCC(=O)[C@H](CC(C)C)NC(=O)c1[nH]cnc1C(=O)N[C@@H](C)CN)NC(=O)c1nc[nH]c1C(=O)N[C@@H](CC(=O)O)C(=O)O,-1.5,0.2,·,2.4,-7.5,-2.9,-9.2,7.5
Cc1csc(=O)n1CC(=O)OCC(=O)Nc1ccc(C(N)=O)cc1,11.6,-1.0,-1.6,5.1,-0.5,23.0,-2.2,1.7
Cc1cc(C(=O)NCCN2C(=O)S/C(=C\c3cccs3)C2=O)ccc1[N+](=O)[O-],-99.1,-2.8,7.9,·,-1.6,-3.5,·,-2.5
Cc1ccc(OCC(=O)N(Cc2nnc(-c3ccccc3Cl)o2)C2CC2)cc1C,23.5,-9.4,-0.5,0.0,0.2,-1.0,-0.8,·
COc1ccc(S(=O)(=O)Nc2ccc3c(c2)C(=O)N([C@@H](C)CO)C[C@H](C)[C@@H](CN(C)S(=O)(=O)c2ccc(OC)cc2)O3)cc1,-32.9,-2.9,-1.6,6.3,-55.0,6.8,1.1,·
CS(=O)(=O)Nc1ccc(C(=O)NCc2ccc3c(c2)OCO3)cc1,·,·,·,3.1,·,6.9,-2.7,3.3
Oc1ccc(-c2nc3ccccc3s2)c(O)c1,-173.5,-94.3,0.5,·,0.0,-87.4,·,-4.5
C[C@H]1CN([C@@H](C)CO)C(=O)c2cccc(NC(=O)c3cnccn3)c2O[C@@H]1CN(C)CC1CC1,·,5.0,-0.7,-1.6,7.4,-14.3,-4.9,·
Cc1cccc(C(=O)NCC(=O)NC2CCN(Cc3ccccc3)CC2)c1,13.5,7.1,1.0,3.7,-2.9,-8.3,-2.8,-6.1
CN1c2ccc(-c3cccc(F)c3)cc2[C@H]2[C@H](CCN2C(=O)C2CC2)[C@@H]1CO,0.8,-0.2,2.5,-11.0,-46.3,11.8,-1.0,0.1
O=C(Nc1ccccc1)N1CCCCN2[C@H](CO)[C@H](c3ccc(-c4ccccc4)cc3)[C@@H]2C1,16.8,6.5,0.2,-8.0,15.1,9.2,1.6,·
COCC#Cc1ccc2c(c1)O[C@@H](CN(C)Cc1ccc3c(c1)OCO3)[C@@H](C)CN([C@H](C)CO)S2(=O)=O,3.3,11.4,1.8,-32.9,4.5,-12.8,-0.5,·
CN(C)CCCN(C(=O)c1ccc(S(=O)(=O)N2CCc3ccccc32)cc1)c1nc2c(Cl)cccc2s1,7.5,18.6,-3.0,-18.0,-1.1,-8.6,1.2,-0.1
O=C(OCCNc1ccc(C(F)(F)F)cc1[N+](=O)[O-])c1cc2ccccc2oc1=O,4.1,10.5,3.8,·,1.8,-15.9,·,-1.4
COc1ccc(NC(=O)N(C)C[C@@H]2OCCCC[C@@H](C)Oc3ccc(NC(=O)NC(C)C)cc3C(=O)N([C@H](C)CO)C[C@H]2C)cc1,9.6,-5.2,-0.3,-15.2,-4.0,9.2,-5.5,·
COc1ccccc1Nc1nc(-c2cccs2)cs1,·,-101.7,-0.1,12.1,4.7,-8.9,2.8,·
CC(=O)c1ccc(N2CCN(C(=O)CN(C)S(=O)(=O)c3cnc[nH]3)CC2)cc1,-33.8,7.6,-0.9,4.1,-0.2,16.5,·,-7.5
Cc1cccc(C(=O)N2CCC[C@H]2C(=O)N2CCC[C@H]2C(=O)NCc2ccncc2)c1,-3.1,1.7,-2.1,·,1.4,-11.5,·,3.2
O=C(NCc1ccccc1)C1=C[C@H](c2ccc(Br)cc2)C[C@H](OCc2ccc(CO)cc2)O1,2.1,-2.7,·,·,18.9,-7.8,9.0,2.5
Cc1sc(-n2cccc2)c(C(=O)O)c1C,17.0,·,·,0.0,·,·,0.9,13.0
COCCn1c(SCC#N)nnc1-c1ccc([N+](=O)[O-])cc1,5.4,16.4,-4.5,·,-4.2,1.1,·,-2.2
CC(C)(C)S(=O)N1Cc2cc(C(=O)NCCCN3CCOCC3)nc(-c3cccc(-c4cccc(F)c4)c3)c2[C@H]1CCO (some centres undefined),-8.4,-6.6,1.7,-3.5,-29.0,-0.6,-1.8,6.3
COc1ccc(-c2ccc(SCC(=O)NC3CCCC3)nn2)cc1OC,-28.8,·,0.8,3.0,-5.8,-47.1,6.8,14.1
C/C(O)=C/c1nc2ccccc2[nH]c1=O,16.2,4.5,6.9,·,-0.2,-13.2,·,0.0
CC(=O)Nc1cc(NC(C)=O)cc(-c2nc3ccccc3[nH]2)c1,-1.1,3.5,1.3,·,3.2,·,-2.5,-3.1
C[C@@H]1CN([C@@H](C)CO)C(=O)Cc2cc(NC(=O)CCC(F)(F)F)ccc2O[C@@H]1CN(C)Cc1ccc2c(c1)OCO2,10.6,-0.3,3.8,-12.3,4.0,-9.9,3.0,·
O=C1/C(=C\c2cccc(O)c2)SC(=S)N1Cc1ccccc1,21.0,2.0,2.2,7.6,-1.1,1.8,2.7,-3.6
OC(CNc1ncnc2sccc12)c1ccccc1 (centres undefined),-148.3,-26.3,1.3,17.6,-0.3,-28.1,·,6.4
Cc1ccc(-c2nnc(-c3ccc(Br)cc3)o2)o1,-87.3,·,·,12.4,·,·,-3.4,-6.7
O=C(NNC(=O)C1CCN(S(=O)(=O)c2ccccc2C(F)(F)F)CC1)c1ccccc1O,32.9,11.1,3.4,9.0,2.4,10.2,-2.2,5.7
O=C(NCCCN1CCOCC1)c1cc(-c2ccc(Cl)cc2)on1,·,6.5,3.2,8.5,0.3,4.1,3.2,·
C[C@H]1CN([C@@H](C)CO)C(=O)c2cccc(NS(=O)(=O)c3ccc(F)cc3)c2O[C@H]1CN(C)Cc1ccc(Oc2ccccc2)cc1,6.2,10.3,·,7.6,·,8.0,·,·
C[C@@H]1CCCCO[C@@H](CN(C)C(=O)Nc2ccc(C(F)(F)F)cc2)[C@H](C)CN([C@@H](C)CO)C(=O)c2cc(NS(=O)(=O)c3cn(C)cn3)ccc2O1,22.0,-7.0,2.7,-24.2,7.8,0.6,-3.0,3.5
CCCCOn1c(C)c(C(C)=O)c2c3no[n+]([O-])c3ccc21,3.6,0.3,-1.6,·,-6.8,-8.6,9.7,0.8
C[C@H](CO)N1C[C@H](C)[C@@H](CN(C)Cc2ccccc2)Oc2ncc(C3=CCCCC3)cc2C1=O,·,-3.1,1.9,-20.4,-14.8,20.0,-0.5,·
COc1cccc(CCNc2ccc(N3C(=O)CC(C)C3=O)cc2[N+](=O)[O-])c1 (centres undefined),7.9,-1.6,-3.9,-6.4,1.1,2.4,-3.4,1.8
COc1cc2ccc(=O)oc2cc1O,·,4.8,74.3*,5.0,-1.2,2.7,6.2,·
COCC(=O)N1CCCCN2[C@H](CO)[C@@H](c3ccc(-c4ccccc4)cc3)[C@@H]2C1,-9.1,3.5,-0.4,6.6,4.6,14.0,-2.3,·
O=C(Cn1cc(C(=O)c2ccco2)c2ccccc21)NCc1ccco1,-44.4,·,·,13.8,·,·,4.8,-0.1
Cc1cccc(C)c1OCc1cc(C(=O)NCc2cn(C)nc2C)no1,-32.1,-6.3,1.7,·,-3.5,3.2,1.4,-3.8
O=C(C[C@H]1CC[C@H]2[C@@H](COC[C@@H](O)CN2Cc2ccccc2F)O1)NC1CCC1,-3.0,2.4,-6.0,0.5,27.3,28.1,0.1,-1.9
CCCN1[C@@H]2c3cccc(=O)n3C[C@H]1[C@H](CO)[C@H]2C(=O)Nc1ccccc1,-8.7,3.5,-0.2,-3.4,5.3,6.7,-7.6,·
Cc1nc(-c2cccc(S(=O)(=O)N3CCOCC3)c2)cs1,·,-12.2,3.7,-18.3,-3.0,-12.9,3.1,·

Another view of part of the listing above:
The line under a structure holds: PAX8 reporter	EWS-Fli block	ERAP1 HTS inh	PGC1a acetyl inh	S100A4 inh HTS	LGR2 antag	PglD DTNB	FN deposit inh
> COCCn1c(SCC#N)nnc1-c1ccc([N+](=O)[O-])cc1
→ 5.4	16.4	-4.5	·	-4.2	1.1	·	-2.2
> CC(C)(C)S(=O)N1Cc2cc(C(=O)NCCCN3CCOCC3)nc(-c3cccc(-c4cccc(F)c4)c3)c2[C@H]1CCO (some centres undefined)
→ -8.4	-6.6	1.7	-3.5	-29.0	-0.6	-1.8	6.3

Carrying on:
smiles,PAX8 reporter,EWS-Fli block,ERAP1 HTS inh,PGC1a acetyl inh,S100A4 inh HTS,LGR2 antag,PglD DTNB,FN deposit inh
O=C(COC(=O)c1ccc(Cl)c(S(=O)(=O)N2CCCCC2)c1)NCC1CCCCC1,0.8,2.8,-5.9,6.5,-6.3,-23.7,0.6,-4.9
O=C(NCc1ccco1)C1CCCN(c2nnc(-n3cccc3)s2)C1 (centres undefined),14.9,-7.6,0.3,4.5,-5.2,6.3,-1.1,-4.2
CCCc1nc(-c2cc3cc(C)ccc3[nH]c2=O)no1,0.3,20.1,55.1*,13.0,-27.4,7.1,-1.4,2.1
CCn1c(O)c(N=NC(=O)CNC(=O)c2cccnc2)c2ccccc21,15.5,-1.8,2.8,-2.8,4.7,-4.7,·,-3.6
O=C(CCC(=O)Nc1cccc(C(F)(F)F)c1)NCC1CCCO1 (centres undefined),-8.0,7.2,1.9,3.9,-3.5,-6.9,4.1,0.4
COc1ccc(CC(=O)NNC(=O)COc2ccc(F)cc2)cc1S(=O)(=O)N1CCOCC1,-5.9,8.5,-0.9,3.6,-5.0,-10.8,-4.9,-28.0
CN(Cc1nc2ccccc2[nH]1)C(=O)C1CCC(=O)N(C2CCCC2)C1 (centres undefined),-11.3,-0.6,1.3,-1.1,-9.7,25.0,3.0,-0.3
CO[C@@H]1CN(C)C(=O)c2cc(NC(=O)C3CCOCC3)ccc2OC[C@@H](C)N(Cc2cccnc2)C[C@@H]1C,4.3,5.9,·,-6.9,-27.7,-1.8,4.3,-14.8
Cc1cc(C)n(CCC(=O)N2CCN(S(=O)(=O)c3ccccc3)CC2)n1,2.3,2.6,1.7,·,-2.7,10.7,-1.7,0.2
